# All columns: NCI-60 one-dose screen, growth in % after 48 h at 10 µM unless noted; 100 = growth as untreated, 0 = no growth, -100 = all killed.
# HOP-62: HOP-62 NSCLC. 80,000 compounds, 3.9% hits
# RPMI-8226: RPMI-8226 leukemia cells; 77,000 compounds, 7.5% hits
# CCRF-CEM: CCRF-CEM leukemia | 77,000 compounds, 7% hits
# SR: SR leukemia cells | AID 1794780 | 73,000 compounds, 8.7% hits
# HOP-92: HOP-92 NSCLC cells; 71,000 compounds, 6.3% hits; AID 1794738
# MOLT-4: MOLT-4 leukemia cells; 80,000 compounds, 6.9% hits; AID 1794779
# K-562: K-562 leukemia; 78,000 compounds, 7.4% hits; AID 1794777
# MDA-MB-435: MDA-MB-435 melanoma; 82,000 compounds, 7.8% hits
# * hit, by the source's call; . = no result given. How the source made its calls: active means growth percent below 10; inactive means the rest.
no.	SMILES	K-562	MDA-MB-435	HOP-62	RPMI-8226
1	O=C(NN1C(=O)/C(=C/C=C/c2ccc([N+](=O)[O-])o2)SC1=S)c1ccc(Cl)cc1	3.9*	-86*	-99*	-24*
2	Cc1ccc(NCCN(C)CC(C)O)c2c(=O)c3ccc(Cl)cc3sc12 (stereo not given)	-61*	-49*	87	-8.7*
3	Cc1ccc(N)c(S(=O)(=O)O)c1	45	117	86	90
4	COc1cc(CC(CC(=O)O)C(=O)O)cc(OC)c1OC (stereo not given)	117	100	90	100
5	CCOC(=O)c1cc(C(=O)c2cc(OC)cc(OC)c2)n2ccc(/C=C/c3ccn4c(C(=O)c5cc(OC)cc(OC)c5)cc(C(=O)OCC)c4c3)cc12	85	101	98	90
6	COCO[C@@H]1C[C@]23CC[C@@H]4[C@](C)(COC(=O)Nc5ccccc5)CCC[C@@]4(C)[C@@H]2CC[C@@]1(C)C3	86	99	95	77
7	CN(C)S(=O)(=O)N(C)C	88	115	101	104
8	C=C/C=C\C(=O)O	104	108	129	114

no.	MOLT-4	CCRF-CEM	HOP-92	SR
1	2.2*	-15*	.	4.2*
2	16	20	34	-29*
3	84	.	112	79
4	121	95	74	118
5	101	97	97	98
6	90	84	.	69
7	85	99	101	91
8	122	115	115	120

# New compounds follow.
no.	SMILES	K-562	MDA-MB-435	HOP-62	RPMI-8226
9	N#Cc1c(NC(=O)c2ccccc2)sc2c1CCC(=O)C2	4.1*	2.9*	41	-2.7*
10	Clc1nc(Cl)c2[nH]cc(Cl)c2n1	93	96	106	102
11	Fc1ccc(-c2ccc3c(NCc4ccccn4)nc(N4CCOCC4)nc3c2)cc1	87	101	103	105
12	O=C1Nc2ccccc2/C1=C/c1ccc(CO)n1Cc1ccccc1	91	96	90	92
13	O=CN/N=C/c1cc(Cl)cc(Cl)c1O	72	90	70	73
14	O/N=C(\c1ccccc1)C(O)c1ccccc1 (stereo not given)	125	100	.	105
15	COc1ccccc1NC(=O)C(N=Nc1ccc(S(=O)(=O)Nc2nccs2)cc1)C(C)=O (stereo not given)	89	93	104	97
16	COC1=CC(c2ccc[nH]2)=N/C1=C\c1[nH]c(C)c(CC(=O)OCc2ccccc2)c1CCC(=O)OCc1ccccc1	-11*	-49*	-22*	-51*

no.	MOLT-4	CCRF-CEM	HOP-92	SR
9	8.1*	7.5*	-23*	7.7*
10	105	106	122	59
11	91	109	99	90
12	93	96	98	106
13	63	35	.	57
14	111	106	88	110
15	94	101	.	.
16	-11*	-0.2*	-26*	-36*

# Other entries follow:
no.	SMILES	K-562	MDA-MB-435	HOP-62	RPMI-8226
17	NC(=S)Nc1ccc(O)cc1	100	105	104	102
18	CC[Si](CC)(CC)OC1[C@@H](O[Si](CC)(CC)CC)[C@@H](CNC(=O)NC)O[C@H]1n1cnc2c(NC(=O)Nc3ccccc3)ncnc21 (stereo not given in full)	16	65	96	3.4*
19	CC(=O)OCC1CCCN1C(C)=O (stereo not given)	105	113	120	110
20	O=S(=O)(O)c1cc(S(=O)(=O)O)c2cc(O)ccc2c1	116	111	97	105
21	O=c1oc2cc(OS(=O)(=O)c3ccc(C(F)(F)F)cc3)ccc2c2c1CCCCC2	64	88	102	57
22	O=C(O)Cc1c[nH]c2ccccc12	94	109	98	98
23	NS(=O)(=O)c1ccc(NC(=O)N2CCN(C(=O)Cc3ccc(Cl)cc3Cl)CC2)cc1	107	98	95	100
24	CC(C#N)N(C(C)C#N)N(C)C (stereo not given)	.	100	100	101

no.	MOLT-4	CCRF-CEM	HOP-92	SR
17	106	94	99	95
18	-11*	38	67	15
19	87	103	86	82
20	106	94	106	103
21	73	77	.	54
22	83	95	102	88
23	103	105	.	100
24	.	.	100	.

# (continued)
no.	SMILES	K-562	MDA-MB-435	HOP-62	RPMI-8226
25	O=C(Nc1cccc2[nH]c(C(F)(F)F)nc12)c1ccc2c(c1)OCO2	123	.	101	87
26	O=S(=O)(NCCCNc1nccc(-c2c(-c3ccc(F)cc3)nc3sccn23)n1)c1ccc(O)cc1	38	34	78	53
27	Fc1ccccc1-c1nc(-c2nc3cc(Cl)c(Cl)cc3[nH]2)c2ccccn12	73	74	69	75
28	Cc1ccc(NC(=O)Nc2nccnc2OCc2ccc(F)cc2)cc1	105	105	77	89
29	Cc1[nH]c(-c2nc3ccccc3[nH]2)c(C)c1C(=O)N1CCOCC1	106	100	105	.
30	O=C1NNC(=O)C2C3C=CC(O3)C12 (stereo not given)	91	101	95	105
31	COc1ccc(-c2[nH]ncc2-c2cc(OC)c(OC)c(OC)c2)cc1	6.1*	-48*	36	0.2*
32	Cc1ccc(C(c2c(O)c3ccccc3[nH]c2=O)c2c(O)c3ccccc3[nH]c2=O)cc1	.	100	94	88

no.	MOLT-4	CCRF-CEM	HOP-92	SR
25	106	103	67	99
26	57	39	.	24
27	67	82	50	21
28	79	91	83	.
29	105	112	91	99
30	86	104	84	97
31	-6.2*	2.7*	-10*	0.1*
32	106	92	83	119

# Next section
no.	SMILES	K-562	MDA-MB-435	HOP-62	RPMI-8226
33	O=C(/C=N/Nc1ccccc1)c1ccccc1	108	102	102	95
34	O=C(NO)c1cc(=O)[nH]o1	106	98	106	98
35	Cc1nc2cc(O)c(O)cc2cc1Oc1ccc(NC(=O)c2ccc(N3CCOCC3)c(C(F)(F)F)c2)cc1	81	110	76	87
36	CCOC(=O)c1cc(-c2ccc(Br)cc2)nc2ccccc12	99	101	120	105
37	O=C(O)CCCCCCCCCCC1CCC(O)C1O (stereo not given)	100	121	.	96
38	S=c1[nH]c2ccccc2c2ccccc12	102	92	95	120
39	CCOC(=O)OC(C)OC1=C(C(=O)Nc2ccccn2)N(C)S(=O)(=O)c2ccccc21 (stereo not given)	.	107	.	95
40	CCN(CC)CCOC(=O)c1cc(OC)c(OC)c(OC)c1	106	102	90	103

no.	MOLT-4	CCRF-CEM	HOP-92	SR
33	82	100	111	99
34	101	.	.	100
35	90	82	59	67
36	101	106	75	88
37	103	98	74	100
38	90	100	.	34
39	78	94	80	86
40	100	107	86	105

# Next structures:
no.	SMILES	K-562	MDA-MB-435	HOP-62	RPMI-8226
41	CCC(=O)OCC(=O)[C@@]1(OC(=O)CC)[C@@H](C)CC2C3CCC4=CC(=O)C=C[C@]4(C)C3(F)[C@@H](O)C[C@@]21C (stereo not given in full)	94	102	99	70
42	C/C=C/C1C(/C=N/N(C)C)C(C#N)(C#N)C1(C#N)C#N (stereo not given)	77	94	103	95
43	CC1(C)OC(=O)CC1CCCC(=O)O (stereo not given)	104	115	101	110
44	CC1=NOC(=O)/C1=C\c1ccc(N(C)C)cc1	101	101	97	106
45	O=C(Nc1ccc(Cl)c(Cl)c1)OCn1ncc2ccc([N+](=O)[O-])cc21	88	94	72	83
46	C1=CC2(C=C1)OC21CCC2(C=CC3(C2)OC3C2CCCCC2)CC1 (stereo not given)	113	97	112	103
47	O=S(=O)(NS(=O)(=O)c1ccc(Cl)cc1)c1ccc(Cl)cc1	.	109	102	123
48	O=C(NCC1CC1)NC(=O)c1ccccc1F	114	97	102	101

no.	MOLT-4	CCRF-CEM	HOP-92	SR
41	91	57	89	106
42	91	80	101	67
43	112	106	100	106
44	.	95	105	.
45	71	82	63	77
46	96	97	104	91
47	107	118	.	.
48	109	.	99	.

# (cont.)
no.	SMILES	K-562	MDA-MB-435	HOP-62	RPMI-8226
49	COC(=O)Cc1cc(O)cc2oc(-c3cc(OC)ccc3OC)cc(=O)c12	.	95	90	67
50	COc1cc(/C=N/NC(=O)Cn2nnc3ccccc32)cc(OC)c1OC	99	115	99	104
51	COc1ccc2c(c1)N(CCO)C1=C(C(=O)OC1)C2c1ccccc1 (stereo not given)	16	-63*	24	22
52	C=C(C)[C@H]1C[C@@]2(OC)O[C@@]3(C=C2C(=O)OC)[C@H]2[C@@H]4[C@H](C[C@@]2(C)O)OC(=O)[C@@]43CC1=O	101	103	101	101
53	Cc1cc(=O)n2c(C(=O)N/N=C/c3ccc(N4CCN(C)CC4)cc3)nn(-c3ccc(S(N)(=O)=O)cc3)c2n1	92	100	102	91
54	O=C(O)c1ccc2c3c(ccc(C(=O)O)c13)CC2	97	103	95	111
55	O=C(CN1CCN(c2cc3c(cc2F)c(=O)c(C(=O)N/N=C/c2ccccc2)cn3C2CC2)CC1)N/N=C\c1ccccc1	57	79	109	39
56	COc1ccc(/C=C/C(=O)c2ccc(B(O)O)cc2)cc1O	25	3.0*	90	6.1*

no.	MOLT-4	CCRF-CEM	HOP-92	SR
49	79	82	76	83
50	97	108	93	104
51	35	20	.	21
52	101	105	101	104
53	125	117	94	86
54	104	105	102	93
55	43	61	76	61
56	82	83	52	20

# Next structures:
no.	SMILES	K-562	MDA-MB-435	HOP-62	RPMI-8226
57	O=[N+]([O-])c1ccc(NC(=S)NNC(=S)Nc2ccc(F)cc2)cc1	50	91	97	86
58	CCCCC(CC)CCC(C)OC(=O)CCC1CCCCC1 (stereo not given)	103	108	.	101
59	COC(=O)C12[C@H]3C(=O)N(c4ccc(OC)cc4)C(=O)[C@H]3[C@@H](c3ccc(C)s3)N1[C@H](c1ccc(C)s1)[C@@H]1C(=O)N(c3ccc(OC)cc3)C(=O)[C@@H]12	107	99	70	92
60	Cc1ccc(Nc2nccc(N(C)c3ccc4c(C)n(C)nc4c3)n2)cc1S(N)(=O)=O	7.0*	19	12	21
61	CCOC(=O)C(CC)(C(=O)OC)c1ccccc1 (stereo not given)	101	108	112	105
62	N=C1N=C(SCc2nc3ccccc3[nH]2)NC(=O)/C1=C/c1ccc(Cl)cc1	110	102	102	97
63	CCNc1nnc(CSc2nc3ccccc3c(=O)n2CCc2ccccn2)s1	92	86	102	90
64	CCOc1ccc(N=c2ccc3c(-c4c(Cl)ccc(Cl)c4C(=O)O)c4ccc(Nc5ccc(OCC)cc5S(=O)(=O)O)cc4oc-3c2)cc1	106	129	113	96

no.	MOLT-4	CCRF-CEM	HOP-92	SR
57	81	103	73	91
58	119	98	.	101
59	95	91	69	91
60	5.9*	34	-56*	18
61	93	95	93	102
62	99	100	.	99
63	87	85	94	89
64	101	100	78	118

# More entries.
no.	SMILES	K-562	MDA-MB-435	HOP-62	RPMI-8226
65	Fc1ccc(/C=C(/C2=NCCN2)n2cnc3ccccc32)cc1	96	93	106	97
66	NNC(=O)c1cc2c([nH]c3ccccc32)c(-c2cccc(O)c2)n1	89	101	81	97
67	CC1(O)CCCCCC1	85	103	88	102
68	Nc1nc(NCc2ccccc2)nn1S(=O)(=O)c1ccc(F)cc1Cl	106	112	111	100
69	CCN1C(=O)N(CC)C2Nn3c(s/c(=C\c4ccc(C(F)(F)F)cc4)c3=O)=NC21 (stereo not given)	91	87	118	101
70	COc1ccc(-c2cc(C(=O)N3N=C(c4ccc(N)cc4)CC3c3ccc(OC)cc3)c3cc(OC)ccc3n2)cc1 (stereo not given)	12	3.4*	60	17
71	O=C(/C=C(O)/C=C/c1ccc(OC(F)(F)F)cc1)/C=C/c1ccc(OC(F)(F)F)cc1	81	99	105	82
72	O=C(NCCc1ccccn1)OCc1ccc2c(Cl)cc(Cl)c(O)c2n1	31	69	53	61
73	O=c1cc(-n2nncc2Cn2c3ccccc3c3ccccc32)c2cc(Cl)ccc2[nH]1	.	104	103	107

no.	MOLT-4	CCRF-CEM	HOP-92	SR
65	102	102	54	94
66	93	98	99	73
67	93	93	.	93
68	101	97	99	95
69	104	104	116	98
70	54	63	56	19
71	109	97	91	90
72	58	50	85	74
73	113	107	102	114

# Source: PubChem BioAssay (NCI)
